Anesthetic bind: binds horse apoferritin like a general anesthetic | AID 485281 | actives 0.074% (n = 350,000) | Potency, µM (titrated, usually from 77.5 µM), for inactives: at the highest dose activity change, negative = displacement, actives largely listed as inhibitors | apoferritin/1-aminoanthracene competitive binding, fluorescence; further: potency means the concentration at half of the fitted maximal effect; on the % scale 0 is the no-effect control and ±100 the full control effect; nearly all actives have a fitted effect of over 20% in size
Target sequence (P02791 2-175 limits assumed): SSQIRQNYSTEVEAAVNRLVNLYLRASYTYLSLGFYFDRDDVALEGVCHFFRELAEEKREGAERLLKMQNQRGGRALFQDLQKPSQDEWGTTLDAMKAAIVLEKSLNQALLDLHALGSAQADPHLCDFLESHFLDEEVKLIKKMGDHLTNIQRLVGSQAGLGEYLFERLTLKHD
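10 uM apoferritin + 50% sat. 1-AMA, PBS; cpd 10 min RT; Ex380/Em535 endpoint; normalized to free probe vs complex; 4-param Hill fit; propofol titration as pos. ctrl.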
D1 PAM: enhances dopamine response at the human D1 receptor; potentiation, % at 10 µM; actives 0.036% (n = 360,000); AID 504651; HEK293 TREx D1 cells, calcium flux, dopamine EC20 potentiation; in the data active means potentiation above about 30%; further: 0% is about no effect
TRHR enhancer: allosterically enhances the human TRH receptor | TRHR cells, fluo-8 calcium fluorescence, EC20 TRH enhancement | enhancement, % at 2 µM | actives 0.66% (n = 360,000) | AID 493056; in the data active means enhancement above about 30%; further: 0% is about no effect
Target sequence (P34981 whole entry, looked up): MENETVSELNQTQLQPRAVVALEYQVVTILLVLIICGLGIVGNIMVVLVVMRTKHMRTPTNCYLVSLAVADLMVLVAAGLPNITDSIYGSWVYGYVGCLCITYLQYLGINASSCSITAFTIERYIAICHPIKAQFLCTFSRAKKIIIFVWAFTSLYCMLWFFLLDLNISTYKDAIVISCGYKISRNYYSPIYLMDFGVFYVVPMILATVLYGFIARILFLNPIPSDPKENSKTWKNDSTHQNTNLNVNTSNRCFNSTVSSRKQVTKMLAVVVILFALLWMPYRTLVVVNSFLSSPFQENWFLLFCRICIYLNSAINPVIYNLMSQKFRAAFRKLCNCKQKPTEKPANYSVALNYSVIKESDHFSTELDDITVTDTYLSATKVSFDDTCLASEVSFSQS
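TRHR-expressing cells loaded with fluo-8 calcium dye were read kinetically (ex 480/em 530) during compound addition, then stimulated with an EC20 of TRH (10 nM final). Enhancement of the Gq-mediated intracellular calcium response was scored.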
TRHR agonist: agonists of human TRH receptor. P34981. TRHR cells, calcium flux fluo-8, FDSS agonist mode. activation, % at 2 µM. actives 0.18% (n = 360,000). AID 493084; in the data active means activation above about 30%; further: 0% is about no effect
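In this calcium-flux screen, cells bearing human TRHR are dye-loaded with fluo-8, baselined for 10 cycles, then exposed to library compounds; positive kinetic calcium responses during the agonist phase mark hits, with TRH as control.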
D2 potentiator: positively modulates the human D2 dopamine receptor allosterically. P14416. HEK293 T-REx D2, calcium flux, EC20 dopamine potentiation. potentiation, % at 10 µM. actives 0.34% (n = 340,000). AID 485347;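 active means potentiation over 3 SD above the plate norm, cut at about 30% in these data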; further: 0% is about no effect
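Tetracycline-induced HEK293 T-REx cells force-coupled to calcium signalling expressed D2; compounds were pin-added after a 10 s baseline, read kinetically 180 s, then an EC20 dopamine challenge followed with a further 180 s calcium read.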
D1 antagonist: antagonists of human D1 dopamine receptor; HEK293 TREx D1 cells, calcium flux, dopamine EC80; hits give low values; P21728; activity change, negative = inhibition, % at 10 µM; actives 3.2% (n = 360,000); AID 504652; in the data active means activity change below about -30%; further: on the % scale 0 is the no-effect control and ±100 the full control effect
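HEK293 T-REx cells expressing inducible, force-coupled D1 receptor; no-wash Ca dye, 30–90 min RT. Cmpd → 180 s read at 1 Hz → EC80 DA → 180 s read.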
D1 agonist: agonists of human D1 dopamine receptor | activation, % at 2 µM | P21728 | actives 1% (n = 360,000) | HEK293 T-REx D1 cells, calcium flux, agonist mode | AID 504660; in the data active means activation above about 30%; further: 0% is about no effect
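Agonism was scored from calcium flux recorded over 180 s (1 read/s) after pintool compound addition, following a 10-cycle baseline. Cells were inducible force-coupled HEK293 TREx D1, plated overnight at 30 C and loaded with no-wash calcium dye.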
RXFP1 agonist: RXFP1 (human) receptor agonism; Q9HBX9; HEK293T-RXFP1 cAMP TR-FRET, 30 min; response scale: percent of porcine relaxin response, buffer zero; Potency, µM (titrated, usually from 57.5 µM), for the others: top-dose activation, hits mostly activators; actives 0.3% (n = 370,000); AID 2676; further: potency means the concentration at half of the fitted maximal effect; on the % scale 0 is the no-effect control and ±100 the full control effect; nearly all actives have a fitted effect of over 60% in size; many of its hits are not listed in these tables
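HEK293T cells stably expressing RXFP1 were pretreated with the PDE4 inhibitor Ro 20174, exposed to compounds for 30 min at 37C, lysed, and cAMP was read by TR-FRET. Data normalized to buffer (basal) and 29 nM porcine relaxin (100%).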
RXFP1 antag: antagonists of human relaxin receptor RXFP1; Q9HBX9; HEK293-RXFP1, relaxin-stimulated cAMP HTRF, 30 min; hits give low values; activity change, negative = inhibition, % at 57.5 µM; actives 0.59% (n = 350,000); AID 1259400;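 active means activity change of -60% or lower, but not beyond a set lower limit; inconclusive means change between -60% and -40%, or beyond the set limit; inactive means change above -40%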; further: on the % scale 0 is the no-effect control and ±100 the full control effect
* = called active by the depositor; ? = inconclusive; . = no result given; [ ] = another dose, or the depositor's remark. Unless noted, the call rests on the fitted dose curve; in most records, active means well fitted curve in the direction sought with a large enough effect; inconclusive means small, poorly fitted or top-dose-only effect, or another doubt; inactive means no such curve, though single readings can be large; an effect the other way counts as inactive or inconclusive. A portion of the library, so the mix of outcomes need not match the whole.

SMILES	Anesthetic bind	D1 PAM	TRHR enhancer	TRHR agonist	D2 potentiator	D1 antagonist	D1 agonist	RXFP1 agonist	RXFP1 antag
COc1cccc(C2C(C(=O)NCc3ccccc3)=C(C)Nc3ncnn32)c1 (stereo not drawn)	-6%	2	-6	0.0	-9	10	3	1.2%	4
N=C(N)SCc1nc2ccccn2c1Br	-10%	-4	-1	0.3	-3	6	1	1.3%	.
Cc1cc(NC(=O)CCN2CCCCC2)ccc1Br	-15%	-4	-1	6.4	-19	-8	26	0.0%	-2
CCOC(=O)c1ccccc1NC(=O)CSc1nnc(C(C)C)n1CC	0%	1	1	-0.4	-15	27	-4	1.1%	-4
CCOc1ccc(/C=C/[N+](=O)[O-])c2ccccc12	?	-10	-15	4.5	3	1	2	1.6%	-69*
Cc1ccc2[nH]c(=O)c(CC=C(Cl)Cl)c(C)c2c1	-1%	16	20	-0.7	-5	0	1	15%	-3
Cc1ccc(N2CCN(CCCCN3C(=O)C4CCCN4C3=O)CC2)cc1 (stereo not drawn)	1%	-8	-6	0.3	-28	-16	3	-1.0%	4
CCN(CC)CCCNC(=S)N(Cc1cccs1)Cc1cc2cc3c(cc2[nH]c1=O)OCCO3	-6%	0	9	1.1	-13	-13	3	2.0%	-30
Cc1cc(C(=O)OCC(=O)N2CCC(c3ccccc3)=N2)ccc1[N+](=O)[O-]	.	2	1	0.1	.	2	3	0.4%	-8
COC(=O)c1[nH]c(=O)c2ccccc2c1O	35%[activator]	-3	-2	1.3	-9	-5	0	-0.7%	2
CC(=O)c1ccc(NC(=S)NNC(=O)c2ccncc2)cc1	3%	-7	3	0.5	1	8	0	2.5%	-1
COc1cc(-c2cccs2)cc(=O)c2c(C)oc(C)c12	?	-2	1	0.5	12	2	1	2.8%	5
Nc1nncn1C(=O)CCCN1C(=O)c2ccccc2C1=O	-7%	-5	13	1.6	23	5	0	2.8%	-10
Cc1ccc(NC(=O)C2CCC(CNS(=O)(=O)c3ccc4c(c3)CCCC(=O)N4)CC2)c(C)c1 (stereo not drawn)	-9%	3	3	-0.1	9	-3	5	-0.4%	.
CSc1ccc(CN(C)C(=O)C(Cc2ccccc2)NC(=O)c2ccccc2)cc1 (stereo not drawn)	-19%	-13	3	1.8	2	7	3	-0.6%	-13
COc1cc(NC(=O)CN2C(=O)CCc3cc(Br)ccc32)cc(OC)c1OC	-11%	1	0	0.1	10	-1	1	2.1%	.
CSc1nc(-c2ccco2)nn1S(=O)(=O)c1ccccc1	0%	2	4	-0.8	2	1	2	0.6%	.
COc1cc(CCC(=O)Nc2ccc(Br)c(C(F)(F)F)c2)cc(OC)c1OC	-7%	-9	5	-1.1	-9	-6	6	-0.3%	-28
O=C(CCC1CCCCC1)NC1=NCCS1	?	-5	-4	0.0	9	14	1	0.9%	28
COc1cc(C)ccc1OCCCCN1CC(C)OC(C)C1 (stereo not drawn)	-5%	-1	4	-0.2	-18	-2	0	3.2%	3
CCCC(=O)Nc1nc2n(n1)C(c1ccccc1)CC(=O)N2 (stereo not drawn)	-10%	1	3	0.3	13	-8	1	-1.4%	3
OCCOCCOCCn1c2ccccc2c2ccccc21	0%	3	3	0.0	-6	-17	-1	2.5%	-2
COC(=O)c1ccc(C)c(NC(=S)NCc2ccc(Cl)cc2)c1	-3%	-4	-4	4.3	-3	3	29	0.1%	2
S=C(Nc1cccc(Cl)c1)Nc1ccc2cn[nH]c2c1	-9%	-3	2	0.1	8	15	1	-0.3%	-8
CC(NC(=O)CCn1nc(-c2ccc(Cl)cc2)ccc1=O)c1ccccc1 (stereo not drawn)	-19%	7	24	-0.1	7	23	-2	1.5%	4
C=C(C)c1nc(N)nc(N)n1	0%	29	-1	-0.7	-6	2	0	1.2%	-2
O=C(NNC(=S)NC(=O)c1cccc([N+](=O)[O-])c1)c1ccc(O)cc1	-7%	-2	-2	-0.4	6	1	1	-2.5%	-2
Cc1onc(-c2ccccc2Cl)c1C(=O)NC(=S)Nc1ccccc1C(N)=O	-13%	3	3	-0.2	4	-2	1	4.1%	.
CN1C(=O)c2ccccc2C(C(=O)O)C1c1cn(C)c2ccccc12 (stereo not drawn)	-4%	4	7	0.0	10	2	2	0.4%	10
O=C(CSc1nc2ccccc2nc1N1CCOCC1)Nc1ccccc1F	-8%	6	-3	-0.3	-2	5	5	1.2%	-3
Cc1nn(C)cc1CN1CCC(CO)(CCOc2ccccc2)CC1	-6%	-6	8	1.1	-9	0	1	-2.1%	6
NC(=O)CC(NC(=O)Cc1cccc2ccccc12)c1ccc(NC2CC3CCC2C3)c([N+](=O)[O-])c1 (stereo not drawn)	?	3	3	-0.6	-18	6	-1	0.0%	.
Cn1cc(S(=O)(=O)Nc2ccc(OC(F)(F)F)cc2)c(=O)n(C)c1=O	-5%	-8	7	0.5	16	6	3	-0.3%	-9
Cc1ccc(OCC(=O)NNC(=O)CCc2ccccc2)cc1	-12%	4	1	0.1	17	-3	1	-0.3%	10
N#Cc1cnn(-c2ncnc3sc(-c4ccccc4)cc23)c1N	-7%	0	-4	0.4	-13	1	0	4.0%	-6
Cc1noc(C)c1S(=O)(=O)N(CC(=O)N1CCc2ccccc21)c1ccc(C(C)C)cc1	-4%	-1	-2	0.0	11	-12	1	0.7%	.
O=c1[nH]c(N/N=C/c2ccccc2)nc2ccccc12	56%[activator]	-4	-7	0.4	3	0	-1	0.3%	-3
COc1ccc(C)cc1NC(=O)CSc1nnc2ccc(-c3cccnc3)nn12	.	-4	4	-0.2	-3	6	-2	4.7%	-4
CCOC(=O)c1cc(C#N)c(N2CCN(C(=O)c3ccccc3)CC2)nc1C(F)(F)F	1%	7	-6	-0.6	0	3	2	0.5%	-3
N#CC1(C#N)COC23CCCCC2C1(C#N)C(=N)O3 (stereo not drawn)	120%[activator]	0	3	-0.4	1	0	10	2.5%	0

2 of the compounds above, with bars between the fields.
smiles | Anesthetic bind | D1 PAM | TRHR enhancer | TRHR agonist | D2 potentiator | D1 antagonist | D1 agonist | RXFP1 agonist | RXFP1 antag
COc1ccc(C)cc1NC(=O)CSc1nnc2ccc(-c3cccnc3)nn12 | . | -4 | 4 | -0.2 | -3 | 6 | -2 | 4.7% | -4
O=C(NNC(=S)NC(=O)c1cccc([N+](=O)[O-])c1)c1ccc(O)cc1 | -7% | -2 | -2 | -0.4 | 6 | 1 | 1 | -2.5% | -2

Carrying on:
SMILES	Anesthetic bind	D1 PAM	TRHR enhancer	TRHR agonist	D2 potentiator	D1 antagonist	D1 agonist	RXFP1 agonist	RXFP1 antag
CCOC(=O)N1CCN(C(=O)CCSc2ccc(C)cc2)CC1	-10%	3	-7	-0.5	.	8	0	0.1%	12
COc1ccc(CC(=O)NC2CCSc3ccccc32)c(OC)c1 (stereo not drawn)	3%	1	-8	-1.1	11	-1	-4	-0.5%	-8
CSC(=NC#N)N1CCN(c2cccc(Cl)c2)CC1	-18%	0	5	0.1	-3	18	0	-0.5%	-7
CCN(c1ccccc1)S(=O)(=O)c1ccc(NC(=O)c2cc(=O)c3cc(C)cc(C)c3o2)cc1	-5%	0	5	0.7	1	-15	4	-0.2%	-7
CCOCc1nnc(NC(=O)COC)s1	-2%	2	1	-0.4	4	-8	4	-0.9%	8
Cc1cc(=O)[nH]c2nnc(-c3ccc(Cl)cc3)n12	0%	-1	-6	0.0	6	-6	0	-0.5%	-6
COc1cccc(NC(=S)N2CCC(NC(=O)c3ccco3)CC2)c1	4%	-5	-4	0.1	-10	-5	2	-0.1%	0
O=C(CSc1ccccc1)Nc1ccc(S(=O)(=O)Nc2ncccn2)cc1	-1%	3	2	-1.1	-2	-11	3	-0.4%	6

Gathered by group, the compounds so far with an aryl methoxy group
SMILES	Anesthetic bind	D1 PAM	TRHR enhancer	TRHR agonist	D2 potentiator	D1 antagonist	D1 agonist	RXFP1 agonist	RXFP1 antag
COc1cccc(C2C(C(=O)NCc3ccccc3)=C(C)Nc3ncnn32)c1 (stereo not drawn)	-6%	2	-6	0.0	-9	10	3	1.2%	4
COc1cc(-c2cccs2)cc(=O)c2c(C)oc(C)c12	?	-2	1	0.5	12	2	1	2.8%	5
COc1cc(NC(=O)CN2C(=O)CCc3cc(Br)ccc32)cc(OC)c1OC	-11%	1	0	0.1	10	-1	1	2.1%	.
COc1cc(CCC(=O)Nc2ccc(Br)c(C(F)(F)F)c2)cc(OC)c1OC	-7%	-9	5	-1.1	-9	-6	6	-0.3%	-28
COc1cc(C)ccc1OCCCCN1CC(C)OC(C)C1 (stereo not drawn)	-5%	-1	4	-0.2	-18	-2	0	3.2%	3
COc1ccc(C)cc1NC(=O)CSc1nnc2ccc(-c3cccnc3)nn12	.	-4	4	-0.2	-3	6	-2	4.7%	-4
COc1ccc(CC(=O)NC2CCSc3ccccc32)c(OC)c1 (stereo not drawn)	3%	1	-8	-1.1	11	-1	-4	-0.5%	-8
COc1cccc(NC(=S)N2CCC(NC(=O)c3ccco3)CC2)c1	4%	-5	-4	0.1	-10	-5	2	-0.1%	0

Source: PubChem
